Screening results from PubChem.
mcGAS lum: mouse cGAS inhibition by luminescence; Q8C6L5; recombinant cGAS, Kinase-Glo ATP depletion luminescence; inhibition, % at 12.5 µM; actives 0.15% (n = 160,000); AID 1259399;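 also: 0% = negative control wells and 100% = reference inhibitor with no enzyme activity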
NPYLR7 agonist: activates Aedes aegypti NPYLR7 receptor. HEK293T NPYLR7/Galpha15, GCaMP6s calcium fluorescence. activation, % at 10 µM. actives 0.15% (n = 270,000). AID 1259423; in the data active = activation above about 40%;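 also: 0% = vehicle and 100% = reference agonist at the receptor; some compounds past the cut are filed as inactive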
hcGAS inh: inhibitors of human cGAS. Q8N884. recombinant h-cGAS, ATP depletion, Kinase-Glo luminescence. inhibition, % at 12.5 µM. actives 0.081% (n = 290,000);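 also: 0% = vehicle reaction and 100% = reaction without DNA for no activity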
Target sequence (Q8N884 whole entry, looked up): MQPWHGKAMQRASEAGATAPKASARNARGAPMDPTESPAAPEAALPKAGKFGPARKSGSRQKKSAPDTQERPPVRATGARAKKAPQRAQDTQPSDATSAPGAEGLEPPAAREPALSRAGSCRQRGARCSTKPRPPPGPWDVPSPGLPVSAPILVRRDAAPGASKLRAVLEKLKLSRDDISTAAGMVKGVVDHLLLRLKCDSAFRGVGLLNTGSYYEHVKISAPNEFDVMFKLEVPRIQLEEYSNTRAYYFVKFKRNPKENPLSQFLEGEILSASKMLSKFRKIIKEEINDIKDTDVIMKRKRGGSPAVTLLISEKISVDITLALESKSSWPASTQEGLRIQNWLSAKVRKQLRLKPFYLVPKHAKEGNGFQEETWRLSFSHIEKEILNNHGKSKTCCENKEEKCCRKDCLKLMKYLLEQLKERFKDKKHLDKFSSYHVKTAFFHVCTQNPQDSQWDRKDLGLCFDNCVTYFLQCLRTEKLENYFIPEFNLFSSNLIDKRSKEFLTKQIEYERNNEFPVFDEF
* hit, by the source's call; . = not tested or not shown; & = joins results of further samples. Rule as the data show it, unless noted: active = inhibition above about 40%; inactive = the rest. Rows were taken by chance (roughly 0.29% active in at least one column).

canonical_smiles	mcGAS lum	NPYLR7 agonist	hcGAS inh
Cc1cc(C)n(CCC(=O)N2CCC3(CCN(C)CC3)C2)c(=O)n1	.	1	-4
NC(CCc1ccccc1)c1csc(Nc2nncc3ccccc23)n1 (stereo unspecified)	-6	-4	-8
CN(C(=O)COCC1CCCCO1)C1Cc2ccccc2C1 (stereo unspecified)	.	6	1
CC(=O)N1CCC2(CC1)OC(=O)C(C)=C2C(=O)N1CCN(C)CC1	.	4	-6
CCC(C)NC(=O)Cn1nc2n(Cc3ccccc3)c(=O)c3ccc(C(=O)NC(C)C)cc3n2c1=O (stereo unspecified)	-6	-1	-2
CC(C)(C)OC(=O)N1CCC(C(=O)N2CCC(c3ccccc3)CC2)CC1	-4	-1	-2
COCCNC(=O)Cn1nc2c(c1NC(=O)C1CC1)CSC2	-3	-2	-5
COc1ccc(/C=N\NC(=O)CSc2nnc(-c3ccc(Cl)cc3)n2-c2ccccc2)c(OC)c1	-8	-4	-3
O=C(c1ccco1)N1CCN(C(=O)C2CC23c2ccccc2-c2ccccc23)CC1 (stereo unspecified)	-1	5	1
Cc1nc(CN(C)Cc2cccc3ncccc23)c2ccccn12	-7	4	-4
COCCCN(CC(=O)N(CCc1c[nH]c2ccccc12)Cc1ccc(F)cc1)C(=O)c1ccc(-c2ccccc2)cc1	-7	20	-9
CCOC(=O)c1nn(CCc2scnc2C)c2c1CN(C(=O)CSc1ccccn1)CC2	-1	27	-1
Cc1ccc(Cc2nsc(N3CCN(C(=O)C(Cl)c4ccccc4)C(C)C3)n2)cc1 (stereo unspecified)	-6	-4	-6
N#Cc1c(NC(=O)c2ccc([N+](=O)[O-])s2)sc2c1CCCC2	-10	23	-6
Cc1cc(C)n(-c2nc3c(c(=O)n2CC(=O)NCCc2ccccc2)CCC3)n1	-8	.	-7
CC1=CC(=NNC(=S)NC2CCCCC2)CC(C)(C)C1	.	1	-6
O=C1CC(C(=O)N2CC3CCC2C3)CN1c1nccs1 (stereo unspecified)	-15	5	-12
COc1ccc(Cn2cnc(-c3ccccc3)cc2=O)cc1	-11	-11	-3
O=C(CCNC(=O)C1CCCC1)NCc1ccnc(Oc2ccccc2)c1	.	7	-6
CCc1c(C)sc2ncnc(NCc3cccnc3N3CCOCC3)c12	.	5	1
CC(=O)NCCn1ccnc1-c1cc2ccccc2o1	.	17	1
O=C(CN1C(=O)COc2ccccc21)N1CCN(c2ccccc2F)CC1	-5	1	-6
O=S(=O)(c1ccccc1)N1N=C(c2ccccc2)CC1c1ccc2nccnc2c1 (stereo unspecified)	-8	1	-5
Cc1nc(C(C)NC(=O)COc2ccc(F)cc2)n[nH]1 (stereo unspecified)	.	16	3
CN(C)C1CCCN(C(=O)c2ccc(Cl)cc2O)CC1 (stereo unspecified)	.	13	-8
Cc1nn(C)c(C)c1CC(=O)C(C#N)c1nc2sc3c(c2c(=O)[nH]1)CCCC3 (stereo unspecified)	-4	0	0
CC(OC(=O)CNC(=O)c1ccc(-c2ccccc2)cc1)C(=O)NC1(C#N)CCCCC1 (stereo unspecified)	.	-1	-4
Cc1cc(C)[n+]2nc(C)sc2n1	.	-9	-4
CC(C)(C)C(=O)NC(C)(C#N)C1CC1 (stereo unspecified)	.	9	-5
Nc1c(Cl)ncnc1N1CCN(c2ncnc(Cl)c2N)CC1	.	4	-6

In another format: entries from further up.
structure: CC(=O)NCCn1ccnc1-c1cc2ccccc2o1
  mcGAS lum: .	NPYLR7 agonist: 17	hcGAS inh: 1

structure: O=C(CN1C(=O)COc2ccccc21)N1CCN(c2ccccc2F)CC1
  mcGAS lum: -5	NPYLR7 agonist: 1	hcGAS inh: -6

(listing goes on)
canonical_smiles	mcGAS lum	NPYLR7 agonist	hcGAS inh
COc1cn(CC(=O)NC(C)(C)C)c(CN2CCN(c3ccccc3)CC2)cc1=O	-8	0	-8
Cc1ccc2nc(C(NC(=O)CS(C)(=O)=O)C(C)C)[nH]c2c1 (stereo unspecified)	.	-5	-2
COc1ccccc1C1CC(c2c(C)nc3ccc(Cl)cc3c2-c2ccccc2)=NN1C(C)=O (stereo unspecified)	-4	12	-7
COc1ccc(C)c2sc(N(Cc3cccnc3)C(=O)c3ccc([N+](=O)[O-])s3)nc12	-8	-10	-6
CC(C)C(C)N(Cc1ccc(C#N)cc1)Cc1cccn1Cc1ccc(C(F)(F)F)cc1 (stereo unspecified)	-9	4	-6
CNC(=O)[C@@]1(OCc2cccc(C)c2)CC(OCc2cccc(Cl)c2)[C@@H]2OC(C)(C)O[C@@H]2C1 (stereo partly specified)	-5	25	-4
Cc1cc(C(=O)N2CCN(c3ncccc3NC(=O)c3ccc4c(c3)OCO4)CC2)n(C)n1	-7	3	-6
COCCNC(=O)c1coc(CN(Cc2ccc(F)cc2)Cc2cccc(OC)c2)n1	-4	15	1
COC(=O)c1oc(CN2CCN(C(C)C(=O)NC3CC3)CC2)cc1C (stereo unspecified)	.	-3	-1
CCOc1ccc(NC(=O)N2CCN(c3nc(COC)nc4sc5c(c34)CCCC5)CC2)cc1	-4	-15	-3
CCOc1ccc2nc(N(CCN3CCOCC3)C(=O)/C=C/c3cccs3)sc2c1	.	22	-5
COc1ccc(-c2cc(C(=O)Nc3ccc(C)cc3)c(C)n2-c2cccc(OC)c2)cc1	1	-6	4
CCOc1ccc(N2C(=O)CSC2c2cccc(NC(=O)c3cccc(Cl)c3)c2)cc1 (stereo unspecified)	2	-2	-1
O=c1c2c(C(F)(F)F)cccc2ncn1CCN1CCNCC1	.	19	-6
Cc1cc2nc(-c3ccccc3)c(N3CCCN(C(=O)CCc4ccccc4)CC3)nc2cc1C	-6	.	-12
CCCc1nn(Cc2ccccc2)c(C)c1C(=O)N1CCCC(C(=O)OCC)C1 (stereo unspecified)	2	-14	5
O=C(CCCSc1ccc(NC(=O)C2CC2)nn1)NCc1cccs1	-2	-1	-4
O=C1NCCCCC1Sc1nnnn1C1CCCCC1 (stereo unspecified)	-8	9&-3	-11&-8
CN(C)CCN1CCN(c2cc(-c3ccc(F)c(F)c3)nc3ccnn23)CC1	.	0	-9
Cc1cc(C)nc(NS(=O)(=O)c2ccc(NC(=O)c3ccc(Cl)cc3Cl)cc2)n1	7	-32	18
Cc1nc(CC2CCN(Cc3nc(-c4cccc(F)c4F)oc3C)CC2)no1	.	0	-2
CCCCS(=O)(=O)N1CCN(c2cc(S(=O)(=O)N3CCOCC3)ccc2OC)CC1	-7	22	-3
O=C(NC1CCCN(c2ncccn2)C1)c1cccc2ccnn12 (stereo unspecified)	1	-2	1
O=C(NC(c1ccccc1)c1ccccc1)C1=COCCO1	-2	-3	-1
Cn1c(C2CC(=O)N(c3cccc4ccccc34)C2)nc2ccccc21 (stereo unspecified)	-8	-3	-4
CCC(C(=O)N(C)Cc1cn[nH]c1-c1ccc(F)cc1)n1cccn1 (stereo unspecified)	-11	-2	-7
CC1CCCC(C)N1C(=O)COc1ccc(C(=O)O)cc1 (stereo unspecified)	.	9	-16
COc1ccc(C2C(C(=O)C3CC3)N3C=C(C#N)C=CC3C2(C#N)C#N)cc1 (stereo unspecified)	10	1	-8
CCC(C)N(Cc1csc(COc2ccccc2C(C)C)n1)C(=O)c1ccc(F)cc1 (stereo unspecified)	-5	14	-5
On1c(-c2ccccc2)nc2c1CCc1nonc1-2	.	16	-9

(more compounds)
canonical_smiles	mcGAS lum	NPYLR7 agonist	hcGAS inh
COc1cc([N+](=O)[O-])cc2sc(NC(=O)c3ccno3)nc12	.	11	5
COC(=O)c1c(C)c(C(=O)C(C)N(Cc2ccco2)C(=O)C2C[C@H]2c2ccccc2)c(C)n1C (stereo partly specified)	-3	-7	-1
Cc1cccc(CC(=O)NCCc2cc3c(C)ccc(C)c3[nH]c2=O)c1	.	27	4
Oc1c(C(c2cccnc2)N2CCCCC2)ccc2cccnc12 (stereo unspecified)	.	2	-4
CCOc1ccc(-c2nc(-c3cc(OC)ccc3OC)cs2)cc1OC	-3	1	1
COc1cc(N2CCC(c3cc(-c4ccco4)n[nH]3)CC2)ncn1	.	7	3
CC(C)Cc1ncc2c(n1)CN(C(=O)Cc1cccs1)C2	.	10	-6
COC(=O)c1ccc(COC(CN2CCN(S(=O)(=O)c3cccc(Cl)c3)CC2)c2ccc(Cl)cc2)cc1 (stereo unspecified)	-6	.	-5
COc1ccc(C2Oc3ccccc3C3CC(c4ccccc4)=NN32)cc1OC (stereo unspecified)	-8	19	-7
COc1cccc(CN2CCC(C(=O)Nc3ccc(Oc4ccccc4F)cc3)CC2)c1	.	11	-8
O=S(=O)(c1ccc(-c2ccccn2)s1)N1CCN(CCCOC(c2ccc(Cl)cc2)c2ccc(Cl)cc2)CC1	-6	1	-5
Cc1cc(C)nc(N2C[C@H]3OC(=O)N(Cc4ccccn4)[C@H]3C2)n1	.	17	-6
CCCCCC(=O)N1CC(=O)N(C2Cc3ccccc3C2)CC(O)C1 (stereo unspecified)	-7	2	-6
CN1CCN(c2cc(-c3cccc4ccccc34)nc3ccnn23)CC1	-4	-2	-6
CSC1(CNC(=O)C2(c3ccccc3)CC2)CCOCC1	.	-22	-5
NC(=O)C1Cc2ccccc2CN1CC1CCCCC1 (stereo unspecified)	.	5	-18
COc1ccc(OCCNC(=O)CCn2cnc3ccccc3c2=O)cc1	.	-1	-8
c1ccc(COc2ccc(-n3cnnc3)cc2)nc1	.	-10	-4
Cc1ccc(CNC(=O)CSc2nc(=O)n(CC3CCCO3)c3c2CCC3)cc1 (stereo unspecified)	1	-4	-3
O=C(CSc1nnnn1Cc1ccco1)Nc1ccc(Cl)cc1	-4	1	3
Cc1nn(C)c(C)c1C(C)NC(=O)[C@@H](C)NC(=O)OC(C)(C)C (stereo partly specified)	.	0	-3
NC(=O)C1CN(C(=O)Cc2ccc3c(c2)CCCC3)c2ccccc2O1 (stereo unspecified)	-7	10	-12
CNC(C)C(C)S(C)(=O)=O (stereo unspecified)	.	-1	-7
Cn1c(SCc2ccc(F)cc2)nnc1-c1ccco1	-9	.	-5
CC1CCN(C(=S)NC2CC3CCC2C3)CC1 (stereo unspecified)	.	17	-8
COc1ccccc1N1CCN(c2ccc(NC(=O)c3ccc([N+](=O)[O-])cc3)cc2C(=O)NC(C)c2ccccc2)CC1 (stereo unspecified)	-6	18	-4
Cc1ccc(C=NNC(C)(C)C)s1	-7	6	-7
C=CCN(Cc1csc(COc2ccccc2C(C)C)n1)S(=O)(=O)c1ccc(C)cc1	-7	8	0
COc1ccc(Nc2nc(-c3ccco3)nc3ccccc23)cc1	-6	-2	-3
COc1ccc(-c2cc(C(F)(F)F)n3ncc(C(=O)Nc4cc(C)on4)c3n2)cc1	0	3	-3

(continued)
canonical_smiles	mcGAS lum	NPYLR7 agonist	hcGAS inh
CC1C(=O)N(c2ccccc2-c2ccccc2)CCN1C(=O)c1ccc(Cl)c(Cl)c1 (stereo unspecified)	-5	-4	-2
CCOc1ccc2nc(SCC(=O)Nc3cc(C(=O)O)cc(C(=O)O)c3)sc2c1	-5	-7	-2
CC1CN(c2nc(N)c([N+](=O)[O-])c(NC3CCCCC3)n2)CC(C)O1 (stereo unspecified)	-9	3	0
CCC(=O)NC1=C(Nc2ccc(SC(F)F)cc2)C(=O)c2ccccc2C1=O	.	3	-16
COc1c[nH]c(C(=O)Nc2ccc(C(C)C)cc2)cc1=O	.	1	-13
COc1ccc(CCOC(=O)[C@@H]2CCCN2C(=O)C(CC(C)C)NC(=O)c2ccccc2)cc1OC (stereo partly specified)	-1	-5	0
CCCCOc1ccc(C2=N/C(=C\c3ccc(F)cc3)C(=O)O2)cc1	.	-1	-1
COCc1c(-c2n[nH]c(CCc3ccccc3)n2)noc1C	-11	31	-3
Cc1cccc2[nH]c(CCn3ccnc3-c3ccc4nonc4c3)nc12	.	-2	-1
CCN1CCCC1CN(CC(=O)Nc1ccc(C)c(Cl)c1)CC(=O)N(C)C (stereo unspecified)	.	6	-5
CCOC(=O)C1(NC(=O)c2cnc(CC)nc2)CCC1	-15	28	0
Cc1cc(=O)[nH]c(-n2nc(-c3cccs3)cc2NC(=O)COc2ccc(Cl)cc2)n1	.	2	-4
O=C(NC1CCCN(C2CCCCCC2)C1)c1ccc2c(c1)OCCO2 (stereo unspecified)	-10	14	-6
O=C(CNC(=O)c1ccccc1O)N=Nc1c(O)[nH]c2ccc([N+](=O)[O-])cc12	-3	-2	0

Among those listed so far, these contain a tert-butyl group:
canonical_smiles	mcGAS lum	NPYLR7 agonist	hcGAS inh
CC(C)(C)OC(=O)N1CCC(C(=O)N2CCC(c3ccccc3)CC2)CC1	-4	-1	-2
CC(C)(C)C(=O)NC(C)(C#N)C1CC1 (stereo unspecified)	.	9	-5
COc1cn(CC(=O)NC(C)(C)C)c(CN2CCN(c3ccccc3)CC2)cc1=O	-8	0	-8
Cc1nn(C)c(C)c1C(C)NC(=O)[C@@H](C)NC(=O)OC(C)(C)C (stereo partly specified)	.	0	-3
Cc1ccc(C=NNC(C)(C)C)s1	-7	6	-7

4 records drawn at random from those above:
canonical_smiles	mcGAS lum	NPYLR7 agonist	hcGAS inh
CCc1c(C)sc2ncnc(NCc3cccnc3N3CCOCC3)c12	.	5	1
COc1cc(N2CCC(c3cc(-c4ccco4)n[nH]3)CC2)ncn1	.	7	3
On1c(-c2ccccc2)nc2c1CCc1nonc1-2	.	16	-9
CC(=O)NCCn1ccnc1-c1cc2ccccc2o1	.	17	1
